G6PDH CS = L. mesenteroides G6PDH inhibition counter-screen. Purified L. mesenteroides G6PDH, diaphorase/resazurin coupled fluorescence, 45 min. inhibition, % at 5 µM. 0.12% of 200,000 active. AID 1020; in the data active = inhibition above about 50%
APP 5'UTR act = APP 5'UTR luciferase reporter activation. SH-SY5Y APP 5'UTR luciferase reporter, luminescence; zero percent = DMSO vehicle wells. activation, % at 2 µM. 1% of 190,000 active;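 active = activation above a set limit, based on mean plus 3 SD of controls, cut at about 140% in these data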; note: values of inactives mirror those of a sister screen read the other way
Diaphorase inh = counter-screen for diaphorase-based assays: diaphorase inhibitors and chemical oxidizers | diaphorase resazurin-to-resorufin fluorescence, NADH, 16 min; bacterial (C. kluyveri) enzyme, not human | inhibition, % at 20 µM | 0.69% of 190,000 active;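 active = primary screen inhibition at 20 µM above a set limit, cut at about 50% in these data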;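 note: plate controls were DMSO with full reaction for no effect and wells lacking NADH for full effect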
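Detection: fluorescence of resorufin formed from resazurin, Ex 544/Em 590 nm; test system: Clostridium kluyveri diaphorase enzyme; amount: 0.14 U/mL diaphorase, enzyme working solution; times: 16-min room-temperature incubation before reading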
FLuc inh counter = inhibits firefly luciferase, flagging false hits in luciferase inhibition screens. P08659. ATPLite firefly luciferase biochemical luminescence, 10 min. inhibition, % at 10 µM. 1.5% of 200,000 active. AID 1006;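 active = inhibition above about 50% when tested at 10 µM, limit read from the data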
NF-kB expr up = raises NF-kB expression in human neuronal cells; 1.6% of 190,000 active; fold change at 12.5 µM; NF-kB reporter expression; hits give high values; in the data active = fold change above about 3.3
APP 5UTR inh = APP translation inhibition | SH-SY5Y APP 5'UTR-luciferase reporter, luminescence | inhibition, % at 2 µM | 0.82% of 190,000 active | AID 1285;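 active = inhibition above a set limit, derived from the sample mean plus 3 SD, cut at about 45% in these data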; note: values of inactives mirror those of a sister screen read the other way
STAT1 act = increases IFN-gamma driven STAT1 reporter signal; NIH 3T3 STAT1-luciferase reporter, luminescence; 100% = IFN-gamma alone, no compound; activation (% of control), % at 5.5 µM; 2.6% of 200,000 active;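 active = activation above the screen-wide mean activation plus 3 SD, cut at about 130% in these data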;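 note: raw ratio to IFN-gamma control signal so 100% means no change and 0% no light; values of inactives mirror those of a sister screen read the other way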
FLuc stim CS = affects firefly luciferase, flagging false hits in luciferase stimulation screens. P08659. ATPlite luciferase biochemical, luminescence, 10 min; 0 = ATP-free wells, 1 = DMSO control. activation factor at 10 µM. 200,000 tested, under 10 active;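 active = luciferase activation factor, scaled between plate controls, of at least 2 with compound at 10 µM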
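assay system = Luciferase/luciferin detection reagent, cell-free biochemical luciferase assay | also added = ATP substrate | times = 10 min post-reagent at room temperature | measured by = luminescence from luciferase reaction | measure = luciferase activation, seen as luminescence increase over controls | benchmarks = low control with PBS replacing ATP, high control enzyme plus ATP without compound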
Diaphorase act = counter-screen for diaphorase-based assays: diaphorase activators and chemical reducers. activation factor at 20 µM. Diaphorase/resazurin coupled assay, resorufin fluorescence, 16 min; hits give high values; 1 = vehicle wells, 0 = NADH-free wells. 0.005% of 190,000 active;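 active = diaphorase activity raised at least twofold by the compound at 20 µM; inactive = activation factor below 2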
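Material: Purified diaphorase enzyme from Clostridium kluyveri | Buffer or medium: 50 mM HEPES pH 7.4 with 4.542 mM MgCl2, 0.005% Tween 20 | Times: 16 min enzyme reaction, ambient temperature | Signal: Red resorufin fluorescence at 544/590 nm excitation/emission | Measure: Increased resorufin signal from activators or reducing compounds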
TLR4 MyD88 comp = blocks binding of human TLR4 to MyD88 | O00206+Q99836 | HeLa CL3-4 TLR4/MyD88 BLA complementation, FRET ratio | inhibition, % at 8.4 µM | 0.18% of 200,000 active; in the data active = inhibition above about 25%;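 note: 0% = vehicle and 100% = reference inhibitor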
Target sequence (O00206 whole entry, looked up): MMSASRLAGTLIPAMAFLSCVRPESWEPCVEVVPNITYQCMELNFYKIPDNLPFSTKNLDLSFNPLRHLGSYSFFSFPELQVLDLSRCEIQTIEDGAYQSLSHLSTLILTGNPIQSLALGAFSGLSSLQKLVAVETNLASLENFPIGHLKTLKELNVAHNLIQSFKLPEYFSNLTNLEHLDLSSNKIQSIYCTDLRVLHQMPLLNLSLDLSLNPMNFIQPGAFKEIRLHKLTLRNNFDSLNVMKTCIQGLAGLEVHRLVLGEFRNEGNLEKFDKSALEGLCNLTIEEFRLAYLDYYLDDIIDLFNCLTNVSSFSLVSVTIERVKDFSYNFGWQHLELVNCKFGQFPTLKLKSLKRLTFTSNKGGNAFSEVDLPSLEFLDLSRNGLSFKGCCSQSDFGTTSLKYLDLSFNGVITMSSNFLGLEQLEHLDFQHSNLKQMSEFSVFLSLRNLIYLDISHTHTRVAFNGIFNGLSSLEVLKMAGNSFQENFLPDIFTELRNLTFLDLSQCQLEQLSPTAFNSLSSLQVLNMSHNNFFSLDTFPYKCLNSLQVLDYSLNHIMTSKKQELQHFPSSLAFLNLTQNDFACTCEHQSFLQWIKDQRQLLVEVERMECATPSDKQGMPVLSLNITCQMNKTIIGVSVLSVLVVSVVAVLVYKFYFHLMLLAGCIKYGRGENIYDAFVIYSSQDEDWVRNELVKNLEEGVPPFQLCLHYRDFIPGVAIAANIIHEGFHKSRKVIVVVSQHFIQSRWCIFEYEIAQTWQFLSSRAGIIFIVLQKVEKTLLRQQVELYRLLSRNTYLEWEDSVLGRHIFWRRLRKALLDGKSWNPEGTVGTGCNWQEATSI
Target sequence (Q99836 whole entry, looked up): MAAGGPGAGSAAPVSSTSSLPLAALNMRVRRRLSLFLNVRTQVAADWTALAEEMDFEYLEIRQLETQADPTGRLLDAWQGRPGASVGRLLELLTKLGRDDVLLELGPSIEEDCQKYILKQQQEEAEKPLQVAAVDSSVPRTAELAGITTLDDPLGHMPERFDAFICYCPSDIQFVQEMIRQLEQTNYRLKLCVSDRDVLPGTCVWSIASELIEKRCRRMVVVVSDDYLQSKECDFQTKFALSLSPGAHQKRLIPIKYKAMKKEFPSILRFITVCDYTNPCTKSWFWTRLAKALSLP
* = called active by the depositor; x = no result given.

cpd | smiles | G6PDH CS | APP 5'UTR act | Diaphorase inh | FLuc inh counter | NF-kB expr up | APP 5UTR inh | STAT1 act | FLuc stim CS | Diaphorase act | TLR4 MyD88 comp
1 | CC(C)(CO)N=Cc1c(O)[nH]c2ccccc12 | 8.1 | 3.7 | 3.2 | -5.0 | 1.03 | -3.7 | 95.8 | 1.1 | 1 | 1.0
2 | C[C@@H](c1ncncc1F)[C@](O)(Cn1cncn1)c1ccc(F)cc1F | 10.1 | x | -0.1 | -2.5 | x | x | x | 1 | 1 | x
3 | O=C(Cc1ccccc1)Nc1ccccc1N1CCOCC1 | 7.7 | -15.9 | 11.7 | -2.6 | 1.04 | 15.9 | 99.8 | 1 | 0.9 | -7.4
4 | C=CCNC(=S)Nc1ccc(C(N)=O)cc1 | -0.2 | 11.9 | 4.6 | -8.5 | 1.28 | -11.9 | 103.2 | 1.1 | 1 | -0.7
5 | Cc1cc(C)nc(SC(C)C(=O)Nc2ccc(S(N)(=O)=O)cc2)n1 (stereo unspecified) | 9.1 | -6.6 | 2.0 | -5.7 | 1.01 | 6.6 | 102.4 | 1.1 | 1 | 5.4
6 | O=C(c1c[nH]c2ccccc12)N1CCN(c2ccccc2)CC1 | 5.7 | 5.0 | -0.5 | -2.7 | 0.96 | -5.0 | 105.7 | 1 | 1 | -8.2
7 | CCCCOCCCNC(=O)CC(C)c1ccccc1 (stereo unspecified) | 6.2 | 6.1 | 2.1 | 1.6 | 1.29 | -6.1 | 90.3 | 1 | 1 | -25.2
8 | CCCOc1ccc(S(=O)(=O)n2cc(Br)c(=O)[nH]c2=O)cc1 | -0.6 | -2.0 | 8.6 | -7.0 | 0.88 | 2.0 | 92.6 | 1.1 | 0.9 | -11.6

The results go on:
cpd | smiles | G6PDH CS | APP 5'UTR act | Diaphorase inh | FLuc inh counter | NF-kB expr up | APP 5UTR inh | STAT1 act | FLuc stim CS | Diaphorase act | TLR4 MyD88 comp
9 | CCC1=C/C(=C/N(C)c2ccccc2)C(=O)S1 | -1.9 | 22.2 | 15.0 | -1.5 | 0.76 | -22.2 | 86.0 | 1 | 0.8 | 7.6
10 | COc1ccc(S(=O)(=O)N2CCc3ccccc32)cc1NC(C)=O | 3.1 | 20.7 | 14.0 | -8.8 | 1.31 | -20.7 | 86.8 | 1.1 | 0.9 | -0.6
11 | CC1=CC(C2CC(=O)N(c3ccccc3C)C2=O)CC2C(=O)N(c3ccccc3C)C(=O)C12 (stereo unspecified) | 8.0 | 8.4 | 2.0 | -3.4 | 0.97 | -8.4 | 102.4 | 1 | 1 | 6.8
12 | CCOc1ccc(NC(=S)c2ccncc2)cc1 | 11.7 | 12.5 | -0.1 | 4.5 | 1.2 | -12.5 | 92.9 | 1 | 1 | -13.7
13 | CN(C)/C=C(/C(=O)c1ccc(Cl)cc1)S(C)(=O)=O | 16.2 | -9.5 | 4.2 | -8.1 | 0.89 | 9.5 | 100.6 | 1.1 | 1 | -15.7
14 | COc1cccc(C2NC(=S)NC3=C2CCc2ccccc23)c1 (stereo unspecified) | -6.8 | 0.8 | -3.2 | 3.5 | 0.79 | -0.8 | 102.3 | 1 | 1 | -4.8
15 | Cc1nc(C)c(NC(=O)N2CCc3ccccc32)cc1NC(=O)N1CCc2ccccc21 | 15.7 | 10.1 | 21.9 | -8.6 | 0.7 | -10.1 | 103.7 | 1.1 | 0.8 | -5.7
16 | COCC(=O)Nc1nc(-c2ccc(C)cc2)c(C)s1 | -1.3 | -16.8 | 4.0 | -1.2 | 1.43 | 16.8 | 103.3 | 1 | 1 | -9.6

Additional results
cpd | smiles | G6PDH CS | APP 5'UTR act | Diaphorase inh | FLuc inh counter | NF-kB expr up | APP 5UTR inh | STAT1 act | FLuc stim CS | Diaphorase act | TLR4 MyD88 comp
17 | Cc1cccc(NC(=O)CN2CCC(NC(=O)C3CCCCC3)CC2)c1C | -3.2 | 19.6 | 11.8 | -6.7 | 0.83 | -19.6 | 101.2 | 1.1 | 0.9 | -5.1
18 | CN(CC(=O)Nc1ccccc1Cl)CC(=O)Nc1c(F)cccc1F | 2.8 | 5.7 | 12.5 | -2.7 | 1.03 | -5.7 | 95.4 | 1 | 0.9 | -6.0
19 | Cc1ccc(N2CCN(C(=O)c3ccccc3NC(=O)C3CCCCC3C(=O)O)CC2)cc1 (stereo unspecified) | 4.8 | -3.4 | 16.3 | -3.3 | 1.29 | 3.4 | 98.2 | 1 | 0.8 | -13.8
20 | O=C(c1ccc(S(=O)(=O)NCC2CCCO2)cc1)N1CCN(c2ccccc2)CC1 (stereo unspecified) | 3.1 | 4.5 | 9.9 | -5.4 | 0.97 | -4.6 | 95.9 | 1.1 | 0.9 | -9.3
21 | O=C(CCSc1nnc(-c2ccco2)o1)N1CCOCC1 | -0.1 | 18.6 | 6.2 | -1.3 | 1.16 | -18.6 | 97.9 | 1 | 0.9 | 1.3
22 | O=C(NC(=S)Nc1ccc(N2CCCCC2)c(Cl)c1)c1cccs1 | x | 8.8 | x | x | x | -8.8 | 107.6 | x | x | 3.5

Gathered by group, the compounds so far containing nitrogen in an aromatic ring (nine)
cpd | smiles | G6PDH CS | APP 5'UTR act | Diaphorase inh | FLuc inh counter | NF-kB expr up | APP 5UTR inh | STAT1 act | FLuc stim CS | Diaphorase act | TLR4 MyD88 comp
1 | CC(C)(CO)N=Cc1c(O)[nH]c2ccccc12 | 8.1 | 3.7 | 3.2 | -5.0 | 1.03 | -3.7 | 95.8 | 1.1 | 1 | 1.0
2 | C[C@@H](c1ncncc1F)[C@](O)(Cn1cncn1)c1ccc(F)cc1F | 10.1 | x | -0.1 | -2.5 | x | x | x | 1 | 1 | x
5 | Cc1cc(C)nc(SC(C)C(=O)Nc2ccc(S(N)(=O)=O)cc2)n1 (stereo unspecified) | 9.1 | -6.6 | 2.0 | -5.7 | 1.01 | 6.6 | 102.4 | 1.1 | 1 | 5.4
6 | O=C(c1c[nH]c2ccccc12)N1CCN(c2ccccc2)CC1 | 5.7 | 5.0 | -0.5 | -2.7 | 0.96 | -5.0 | 105.7 | 1 | 1 | -8.2
8 | CCCOc1ccc(S(=O)(=O)n2cc(Br)c(=O)[nH]c2=O)cc1 | -0.6 | -2.0 | 8.6 | -7.0 | 0.88 | 2.0 | 92.6 | 1.1 | 0.9 | -11.6
12 | CCOc1ccc(NC(=S)c2ccncc2)cc1 | 11.7 | 12.5 | -0.1 | 4.5 | 1.2 | -12.5 | 92.9 | 1 | 1 | -13.7
15 | Cc1nc(C)c(NC(=O)N2CCc3ccccc32)cc1NC(=O)N1CCc2ccccc21 | 15.7 | 10.1 | 21.9 | -8.6 | 0.7 | -10.1 | 103.7 | 1.1 | 0.8 | -5.7
16 | COCC(=O)Nc1nc(-c2ccc(C)cc2)c(C)s1 | -1.3 | -16.8 | 4.0 | -1.2 | 1.43 | 16.8 | 103.3 | 1 | 1 | -9.6
21 | O=C(CCSc1nnc(-c2ccco2)o1)N1CCOCC1 | -0.1 | 18.6 | 6.2 | -1.3 | 1.16 | -18.6 | 97.9 | 1 | 0.9 | 1.3

High-throughput results: PubChem BioAssay, several laboratories
